Rat MKP-3 inhibitors: inhibition of rat DUSP6 enzyme activity – biochemical, in vitro, primary screen (AID 425). recombinant MKP-3 phosphatase activity, fluorescence; higher % means a stronger effect. inhibition, % at 20 µM; hits with a dose series show IC50 in µM. 110,000 compounds, 0.17% hits; in the data active means inhibition above about 50%;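 further: plate controls were vehicle for no effect and reference inhibitor for full effect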
Hsp70 inhibitors: Hsp70 inhibitors, probe displacement, primary screen, biochemical, fluorescence polarization (AID 583); Hsp70 fluorescence polarization probe displacement, mP; higher % means a stronger effect; one-dose displacement, % at 20 µM; IC50 in µM for titrated hits; 140,000 compounds, 0.06% hits; in the data active means displacement above about 50%;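 further: plate controls were vehicle for no effect and reference ligand for full effect; a part of the inactive calls stands beside numbers as strong as those of hits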
Active calls of the source: *; / = not tested or not shown; & = joins results of further samples. These rows are one share of the data (hit frequency here may not be typical).

SMILES | Rat MKP-3 inhibitors | Hsp70 inhibitors
O=C(c1ccc([N+](=O)[O-])cc1)N1CCN(CCCc2ccccc2)CC1 | 1.9% | -2.0%
COc1cccc(/C=N/N2C(=O)c3cccc4cccc(c34)C2=O)c1OC | 0.7% | 0.0%
Nc1nc2n(n1)C(c1cccc(Cl)c1)CC(c1ccc(F)cc1)N2 (configuration not stated) | -14.2% | /
O=C1N=C(c2ccccc2)S/C1=C\c1ccccc1 | -4.6% | 2.3%
C=CCn1c(SC2CCOC2=O)nc2sc(C)c(C)c2c1=O (configuration not stated) | / | -0.3%
CC(C)CC(NC(=O)/C(=C\c1ccc(Cl)cc1)NC(=O)c1ccco1)C(=O)OCc1ccccc1 (configuration not stated) | 1.5% | -0.5%
COc1ccc(-c2cc(C(=O)O)c3ccccc3n2)c(OC)c1 | -5.2% | 9.9%
Cc1n[nH]c(=O)nc1NCc1ccco1 | / | -5.0%
COC(=O)c1ccccc1NC(=O)CN1CCC(n2nnc3cc(F)ccc32)CC1 | -3.7% | -2.1%
Cc1oc2c(cc(O)c3ccccc32)c1C(=O)c1ccccc1 | 11.7% | -1.8%
O=C1CC(c2ccccc2)CC(O)=C1C=NCc1ccco1 (configuration not stated) | 3.3% | -3.6%
O=c1c2[nH]c3ccc(F)cc3c2ncn1CCN1CCOCC1 | -17.2% | 7.4%
O=C1CCCC/C1=C/Nc1ccc(C(=O)O)cc1 | / | -2.5%
Cc1ccc(-c2nnc(NC(=O)Nc3ccc(Cl)cc3)s2)cc1 | -0.5% | -0.1%
CC1=C(C(=O)OCc2ccccc2)C(c2ccccc2[N+](=O)[O-])CC(=O)N1 (configuration not stated) | 3.0% | 0.2%
COc1c(Cl)cc(C(=O)Nc2cc(-c3nc4cc(Cl)ccc4o3)ccc2C)cc1Cl | 2.3% | -2.7%
CC(C)(C)c1ccc(C=NN2CCN(Cc3ccccc3Cl)CC2)cc1 | 5.2% | 3.9%
O=C(CCCN1C(=O)c2ccccc2C1=O)N1CCC(c2ccccc2)C1 (configuration not stated) | -6.8% | 1.9%
O=C(NCc1cccnc1)c1ccc(Br)o1 | -0.5% | -0.5%
CCOC(=O)Cn1c2c(c(=N)c3ccccc31)CCC2 | 1.5% | -1.9%
Cc1cc(C2C(C#N)=C(N)Oc3n[nH]c(C)c32)c(C)s1 (configuration not stated) | / | -0.5%
CCC(=O)Nc1ccc(Oc2ccc3c(c2)C(=O)NC3=O)cc1 | -12.5% | 1.6%
Cc1nc2cc(-c3cccs3)[nH]n2c(=O)c1C | / | 2.7%
O=C1CC(c2ccco2)Cc2nc(Nc3nc(-c4ccccc4)c4ccccc4n3)ncc21 (configuration not stated) | -8.9% | 6.5%
CC(C)CC(OC(=O)c1ccco1)C(=O)NC1CCCCC1 (configuration not stated) | -4.4% | 1.8%
c1ccc2c(c1)[nH]c1c(N3CCOCC3)ncnc12 | -8.3% | 1.8%
COC(=O)c1cc(NC(=O)C2CC=CCC2C(=O)O)cc(C(=O)OC)c1 (configuration not stated) | -9.5% | 3.7%
CCC(c1nnnn1Cc1ccco1)N1CCN(C(=O)c2ccco2)CC1 (configuration not stated) | -19.3% | -3.2%
Cc1ccc(-c2cc(C(=O)Nc3c(C#N)cnn3C)no2)cc1 | -4.8% | -3.1%
CCc1nc2c(n1O)CCc1nonc1-2 | -8.5% | 7.0%
O=C(c1ccc(F)cc1)N1CCN(Cc2ccc3c(c2)OCO3)CC1 | 2.2% | 0.4%
O=C(CN1CCN(C2CCCCC2)CC1)c1c[nH]c2ccccc12 | / | 7.6%
COc1ccc(C2C(C(=O)NCc3ccccn3)c3cc(OC)c(OC)cc3C(=O)N2C)cc1 (configuration not stated) | -4.4% | 3.4%
CCOc1ccc(NC(=O)CN(c2ccc(Oc3ccccc3)cc2)S(C)(=O)=O)cc1 | 0.8% | -6.0%
Cc1cc(N2CCCC2)c(C)cc1C=O | / | 11.0%
CC1CCN(S(=O)(=O)c2cccs2)CC1 | 4.4% | 3.0%
CC(=O)NCCc1cc2ccc(C)c(C)c2[nH]c1=O | 3.9% | 5.8%
Nc1nc2ccccc2n1/N=C/c1ccc(-c2ccccc2)o1 | -2.1% | -3.9%
CCCC(C)C(=O)NCc1ccccc1OC (configuration not stated) | 9.9% | -7.5%
CCOC(=O)CSc1nc(C)cc(Oc2ccc(=O)n(C)n2)n1 | 7.7% | 1.8%
Cn1nnnc1Sc1ncnc2scc(-c3ccc(F)cc3)c12 | -8.9% | -7.8%
O=C(CN1C(=O)NC(Cc2ccccc2)C1=O)Nc1ccc(F)cc1 (configuration not stated) | -0.5% | 3.8%
O=C(NCCC(c1ccccc1)c1ccccc1)C1CCCCC1 | 2.8% | -2.9%
Cc1ccc(NCC(O)C(O)C(O)CO)cc1C (configuration not stated) | 1.5% | -6.4%
Cc1nnc(SCCn2c(N3CCN(C)CC3)nc3c2c(=O)[nH]c(=O)n3C)s1 | 2.3% | 8.8%
COc1ccc(Cl)cc1NC(=O)CCCOc1ccc(Cl)cc1Cl | 1.6% | -2.8%
c1ccc(-c2cc3c(N4CCOCC4)ncnc3s2)cc1 | -3.3% | -4.1%
Cc1oncc1-c1cn2ccccc2n1 | / | -0.2%
O=S(=O)(Oc1ccc2ccccc2c1)c1ccc(F)cc1 | -1.8% | 6.6%
O=c1cc(-c2ccccc2)nc(NNc2ccccc2)[nH]1 | 4.5% | 1.6%
COc1ccc(OC)c(-n2c(C)ccc2-c2ccc(S(C)(=O)=O)cc2)c1 | / | -1.0%
O=C(COc1ccccc1)NCCCNC(=O)COc1ccccc1 | 1.2% | -1.2%
Cn1c(=O)c2c(nc(CN3CCOCC3)n2CC(O)CO)n(C)c1=O (configuration not stated) | 0.2% | -0.5%
CCOC(=O)C(=Cc1cc(OC)c(O)c([N+](=O)[O-])c1)C(=O)OCC | 6.5% | 1.2%
CC(C)(C)c1ccc(OCC(=O)Nc2cccc(OC(F)(F)F)c2)cc1 | 1.4% | -0.6%
COc1ccc(S(=O)(=O)NC(C(C)C)C(C)C)cc1OC | -3.9% | 1.6%
CCOC(=O)c1cnc2c(C)c(-c3ccccc3)[nH]n2c1=O | 2.9% | -8.1%
CCOC(=O)CN(C(=O)CSc1nnc2c(n1)[nH]c1ccc(OC)cc12)c1ccc(F)cc1 | -16.3% | 2.4%
N#C/C(=N/Nc1ccc(Cl)cc1)C(=N)N1CCCCCC1 | -0.3% | -2.3%
CC(C)(C)CC(C)(C)NC(=O)CSc1nc2ccccc2[nH]1 | 0.9% | -0.4%

New compounds follow:
SMILES | Rat MKP-3 inhibitors | Hsp70 inhibitors
CCOC(=O)c1cc2c(=O)n3cccc(C)c3nc2n(CCOC)c1=NC(=O)c1ccncc1 | -7.3% | 3.4%
CC1=C(C)C(=O)N(CCC(=O)O)C1=O | -10.3% | -0.9%
COc1cc(/C=C2/SC(=S)N(C)C2=O)cc(Cl)c1OCCOc1ccc(C(C)(C)C)cc1 | -1.0% | 2.1%
COCC(O)Cn1c2ccccc2c2ccccc21 (configuration not stated) | -1.5% | 2.5%
O=C1CC(N2CCN(c3ccc(Cl)cc3)CC2)C(=O)N1c1ccc(Cl)c(Cl)c1 (configuration not stated) | 0.6% | -0.9%
CCC(=O)c1cc2c(cc1NC(=O)c1ccc(C)cc1)OCCO2 | 5.5% | /
Cc1ccc(-c2csc(NC(=O)Nc3cccc(Cl)c3)n2)cc1 | -0.4% | 3.3%
CCCCP(=O)(CCCC)c1ccccc1C(=O)O | -0.9% | 2.8%
Cc1noc(NS(=O)(=O)c2ccc(NC(=O)CCC3CCCC3)cc2)c1C | -4.1% | /
COc1ccc(S(=O)(=O)NCC(c2cccnc2)N2CCN(C)CC2)cc1C (configuration not stated) | -4.7% | -3.2%
COc1ccc(-c2cnnn2-c2ccc(N)cc2)cc1OC | / | 4.7%
CCc1nnc2c3cnn(-c4ccc(C)c(C)c4)c3ncn12 | -4.8% | /
NCCCCCc1nnc(SCc2cccc(Cl)c2)o1 | -12.4% | 0.1%
Nc1nonc1C(=O)N/N=C/c1cc(Cl)cc(Cl)c1O | 0.3% | -1.1%
Cc1cc(Cl)ccc1OCCCC(=O)Nc1cc(Cl)ccc1Cl | 3.8% | -1.2%
CCOC(=O)c1sc(NC(=O)COc2c(C)cccc2C)c(C(=O)OCC)c1C | 1.6% | 5.5%
COc1ccc(NC(C)=O)c2nc(C)c(C)nc12 | -3.1% | -0.2%
NS(=O)(=O)c1cccc(NC(=O)c2ccc(-c3cccc(Cl)c3)o2)c1 | -0.8% | 4.6%
Cn1c(=O)c2c(nc(NCCOCCO)n2C)n(C)c1=O | 3.8% | 0.2%
CCCCc1c(C)nc(N/N=C/c2ccc(OC)cc2OC)[nH]c1=O | 3.3% | 0.4%
CC(=O)Oc1ccc2c(c1)cc(C)n2C | / | -6.8%
Cc1cccc(NC(=O)c2nc(-c3ccccc3)n(-c3ccccc3)n2)c1C | / | 9.8%
CC(=O)Nc1ccc(S(=O)(=O)Nc2cccc(-c3nc4ccccc4o3)c2)cc1 | 2.3% | 0.0%&6.3%
Cc1ccc(S(=O)(=O)N2CCN(C(=O)C3COc4ccccc4O3)CC2)cc1C (configuration not stated) | 1.8% | -2.8%
O=C(c1ccc(Br)o1)N1CCN(Cc2ccc3c(c2)OCO3)CC1 | -8.9% | 10.9%
C=CCc1cccc2cc(C(=O)Nc3ccc(CC)cc3)c(=O)oc12 | -0.2% | 7.3%
C(=C\c1ccccc1)/CSc1nnc(-c2ccncc2)n1-c1ccccc1 | 2.4% | 1.4%
CCOC(=O)C1=C(N)N2C(=O)C(C)SC2=C(C(=O)OCC)C1c1ccccc1 (configuration not stated) | -7.1% | -0.2%
CS(=O)(=O)N(Cc1ccc(Cl)cc1)c1ccc(C(=O)Nc2cccc(C(F)(F)F)c2)cc1 | 2.5% | -1.7%
COc1ccc(N(CC(=O)Nc2ccc(C(C)C)cc2)S(C)(=O)=O)cc1Cl | 4.8% | 2.6%
Nc1nnc(CSCc2ccc(F)cc2)s1 | -2.5% | 1.1%
COc1ccc(CNC(=O)CSc2nc3ccccc3[nH]2)cc1 | -4.2% | 0.7%
O=C(c1ccc(F)cc1)c1ccc2c(c1)CCCO2 | -0.7% | 3.8%
Cc1[nH]c(=O)cc2ccccc12 | 6.5% | 2.8%
Cc1ccc(NC(=O)/C(=C\c2ccccc2)NC(=O)c2ccccc2I)cc1 | -0.2% | 3.0%
COC(=O)C(NC(C)=O)C12CC3CC(CC(C3)C1)C2 (configuration not stated) | 2.8% | -5.6%
COC(=O)c1c(C)oc2cc(Br)c(OC)cc12 | 3.1% | 2.5%
CCCN1CCCc2cc(CN(CCCN3CCOCC3)C(=O)Nc3ccc(OCC)cc3)ccc21 | / | 1.9%
O=C1OC(/C=C/c2ccccc2)=NC/1=C/c1cccc([N+](=O)[O-])c1 | 5.0% | 4.4%
CCOc1ccc(NC(=S)NC(=O)c2cccs2)c([N+](=O)[O-])c1 | -0.8% | 1.0%
CN(C)c1cccc(C(=O)OCC(=O)NCc2ccco2)c1 | -0.4% | 0.8%
Cc1cc(Br)ccc1N1C(=O)/C(=C/c2ccc(N(C)C)cc2)C(=O)NC1=S | 4.9% | -0.2%
COc1ccc(N(Cc2cc3cccc(C)c3[nH]c2=O)S(C)(=O)=O)cc1 | / | 3.3%
CN1CCN(C(=O)CCN2C(=O)c3cccc4cccc(c34)C2=O)CC1 | 1.2% | -2.8%
Cc1cc(C(=O)OCC(=O)N2CCCC2)c2ccccc2n1 | / | 5.1%
COC(=O)C1CCN(C(=O)c2sc3nc(-c4ccccc4)cn3c2C)CC1 | -9.3% | /
CCCC(=O)Nc1nc2nc(C)cc(=O)n2[nH]1 | / | 1.5%
COc1ccccc1OCc1cc(C(=O)O)oc1C | -0.8% | 2.6%
Cc1cnc(NC(=O)C2CCCO2)s1 (configuration not stated) | -3.9% | -6.8%
O=C(CS(=O)(=O)c1cn(Cc2cccc(F)c2)c2ccccc12)N1CCCCC1 | -5.9% | -0.4%
NC(=O)Cc1c[nH]c2cccc(O)c12 | -16.4% | 2.4%
COC(CNC(=O)CCc1c(C)nc2c(-c3ccc(F)cc3)c(C)nn2c1C)OC | / | -2.7%
O=c1c(C=NCc2ccco2)c(-c2ccccc2)[nH]n1-c1nc2ccccc2s1 | 2.7% | -1.3%
COc1cc(/C=N/N2C(=O)C3C4C=CC(C4)C3C2=O)cc(I)c1OC (configuration not stated) | 3.8% | -2.6%
Cc1ccc(C(=O)Nc2ccc(CC(=O)O)cc2)o1 | / | 3.8%
Cc1cc(C)cc(-n2c(C)cc(/C=N/NC(=O)c3ccncc3)c2C)c1 | 3.2% | -4.4%
